High-throughput results (PubChem BioAssay)
CHT allo act: allosteric activators of human choline transporter CHT. Q9GZV3. CHT-expressing cells, membrane potential dye, choline EC20; hits give high values; LV-AA mutant CHT in HEK293 cells. B-score at 10 µM. 0.49% of 310,000 active. AID 488977;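 active = initial fluorescence not abnormally high and integrated response B-score, plate-corrected, over 3 SD above library mean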
Target sequence (Q9GZV3 whole entry, looked up): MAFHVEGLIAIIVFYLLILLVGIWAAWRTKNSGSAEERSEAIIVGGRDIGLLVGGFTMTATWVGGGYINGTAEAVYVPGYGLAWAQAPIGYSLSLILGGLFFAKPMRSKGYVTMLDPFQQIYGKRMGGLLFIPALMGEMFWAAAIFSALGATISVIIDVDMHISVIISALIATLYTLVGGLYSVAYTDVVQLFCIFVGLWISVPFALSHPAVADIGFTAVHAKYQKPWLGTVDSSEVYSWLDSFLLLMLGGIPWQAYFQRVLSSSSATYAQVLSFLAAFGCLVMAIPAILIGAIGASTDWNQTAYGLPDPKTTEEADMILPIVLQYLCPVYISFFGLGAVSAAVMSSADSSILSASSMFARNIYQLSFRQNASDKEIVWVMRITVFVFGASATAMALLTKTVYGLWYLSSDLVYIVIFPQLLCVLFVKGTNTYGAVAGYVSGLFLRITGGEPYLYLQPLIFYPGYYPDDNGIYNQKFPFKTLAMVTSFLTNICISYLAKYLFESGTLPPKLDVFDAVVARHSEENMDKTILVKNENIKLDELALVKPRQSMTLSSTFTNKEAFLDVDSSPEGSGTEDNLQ
OX1R antag: human HCRTR1 antagonism | inhibition, % at 5 µM | 0.43% of 330,000 active | AID 434989 | CHO/OX1R cells, Fluo-8 calcium fluorescence, orexin A;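 active = inhibition above its plate's threshold, mean inhibition of all tested compounds on the plate plus 3 SD, cut at about 37% in these data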;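 note: 0% = orexin A challenge wells and 100% = SB-334867-A antagonist wells; not every result past the cut was called active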
Target sequence (O43613 whole entry, looked up): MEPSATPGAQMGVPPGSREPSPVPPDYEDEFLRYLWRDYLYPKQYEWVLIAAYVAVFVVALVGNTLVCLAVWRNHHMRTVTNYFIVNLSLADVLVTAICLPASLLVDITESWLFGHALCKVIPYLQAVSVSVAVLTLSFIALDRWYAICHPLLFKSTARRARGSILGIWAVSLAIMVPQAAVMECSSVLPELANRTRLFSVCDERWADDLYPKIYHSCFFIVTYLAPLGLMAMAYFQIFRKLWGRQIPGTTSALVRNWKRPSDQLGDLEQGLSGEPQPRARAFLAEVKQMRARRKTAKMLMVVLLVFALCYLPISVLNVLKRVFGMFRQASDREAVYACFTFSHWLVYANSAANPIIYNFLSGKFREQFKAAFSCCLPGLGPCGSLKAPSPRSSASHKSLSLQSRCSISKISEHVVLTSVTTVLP
An asterisk follows results filed as active; i = inactive; . = not tested or not shown.

SMILES | CHT allo act | OX1R antag
Cc1cccc(NC(=S)NNC(=O)CCn2cc(C)cn2)c1 | i | -3
COc1ccc(C2/C=C\CC(NC(=O)OCC3c4ccccc4-c4ccccc43)CC(=O)N2Cc2ccccc2F)cc1 (stereo unspecified) | . | -17
C/C(=N\NS(=O)(=O)c1ccc([N+](=O)[O-])cc1)c1ccc2c(c1)OCO2 | i | .
COc1cc(Cl)c(C)cc1NC(=O)c1ccc(S(C)(=O)=O)cc1 | i | -13
O=C(NCc1ccc(F)cc1)c1cc(S(=O)(=O)N2CCOCC2)ccc1F | i | -8
COC(=O)c1c(C)n(-c2ccc(C)cc2)c2ccc(O)cc12 | i | -25
C=CCN(CC(=O)NCc1ccccc1)C(=O)c1csnn1 | i | -6
O=C(Nc1ccc([N+](=O)[O-])cn1)c1cccnc1 | i | -3
CC1Cc2ccccc2N1C(=O)CSc1nc2ccccc2n1CC(=O)N1CCOCC1 (stereo unspecified) | i | -26
O=C(C[n+]1cc(-c2ccccc2)n2c1CCC2)N1c2ccccc2Sc2ccccc21 | i | -17
CN1CCN(c2ccccc2NC(=O)c2ccc(-c3cccc([N+](=O)[O-])c3)o2)CC1 | i | -27
CCOC(=O)C(O)(CC(=O)c1ccc(Cl)cc1)C(=O)OCC | i | -3
Clc1ccc(-c2noc(CSc3nnc(Cc4cccs4)n3-c3ccccc3)n2)cc1 | i | -34
CCc1ncc(C)[nH]1 | i | 7
C/C(=N\NC(=O)c1cccc(C)c1)c1ccc(N2CCOCC2)cc1 | i | -23
CCC(=O)N(c1nnc(SCC(=O)NN2C(=O)NC3(CCC(C)CC3)C2=O)s1)C1CC1 (stereo unspecified) | . | -18
O=C(CC(NS(=O)(=O)c1ccc(Cl)cc1)c1ccco1)NCc1cccnc1 (stereo unspecified) | i | -6
Cc1ccc(SC[C@H](c2ccccc2)N2CCN(CCc3ccccc3)CCC2=O)cc1 | i | -50
COCCn1c(=NC(=O)/C=C/c2ccccc2)sc2cc(NC(C)=O)ccc21 | i | -16
Cc1cccc(Nc2nnc(SCC(=O)NC3CCCc4ccccc43)s2)c1C (stereo unspecified) | i | -14
O=c1c2cccc3c2c(nn1-c1ccccc1)-c1ccccc1-3 | i | -31
CC(=O)Nc1ccc(C2=CC(=O)C[C@H](c3ccc(Cl)cc3)C2)cc1 | . | -21
Cc1cccc(NS(=O)(=O)c2cc(C(=O)OCC(=O)Nc3cc(C)on3)ccc2C)c1 | i | -28
O=C1Nc2cc(C(=O)N3CCc4ccccc4C3)ccc2S/C1=C\c1ccccc1 | i | -38
O=C(c1cccc(S(=O)(=O)N2CCOCC2)c1)N(CCO)Cc1ccccc1 | i | -20
Carrying on.
SMILES | CHT allo act | OX1R antag
N#Cc1cccnc1N1CCN(C(=O)c2cccc3c2C(=O)c2ccc(-c4ccc(Cl)c(C(F)(F)F)c4)cc2S3(=O)=O)CC1 | . | -8
CC1CCCN(CC(=O)Nc2cc(Cl)ccc2Oc2ccccc2)C1 (stereo unspecified) | i | -33
COC(c1ccccc1)c1nnc(CCC(=O)N2CCN(C3CCCC3)CC2)o1 (stereo unspecified) | i | -3
Cn1cc(S(=O)(=O)N2CCC3(CC2)OCCO3)c(=O)n(C)c1=O | i | 2
CC(Oc1cccc(Br)c1)C(=O)NNC(=O)CCNC(=O)c1ccccc1Cl (stereo unspecified) | . | -25
CCOc1ccc(CSCCNC(=S)Nc2ccc(OC)cc2)cc1 | i | -14
Cc1cccc(N2CC(C(=O)Nc3nc4ccc(S(C)(=O)=O)cc4s3)CC2=O)c1C (stereo unspecified) | i | -23
CCOc1ccc(C(=O)NC2CCN(C(=O)NCc3ccccc3)CC2)cc1 | i | -13
O=C1CCCN2N=C(SCC(=O)Nc3cccc(C(F)(F)F)c3)SC2=N1 | i | -14
N#Cc1c(/N=C\c2ccc(O)c([N+](=O)[O-])c2)sc2c1CCCC2 | i | -9
CC(=O)Oc1ccc(N(C(C)=O)S(=O)(=O)c2cc([N+](=O)[O-])ccc2C)cc1 | i | -3
NC(=O)COc1ccccc1C(=O)NC12CC3CC(CC(C3)C1)C2 | i | -32
COc1ccc(C)cc1NC(=O)CN1CCN(S(=O)(=O)c2ccc(Br)cc2)CC1 | i | -35
CCNc1nc(-c2ccc(OC(F)F)cc2)c(C)s1 | i | -23
Cc1ccc(NC(=O)CCN2C(=O)NC3(CCCC3)C2=O)c(C)c1 | . | -24
CC1(C)CC(=O)c2sc(NS(=O)(=O)Cc3ccccc3)nc2C1 | i | -14
CCCOC(=O)c1ccc(Oc2c(-c3ccc(OCC)cc3O)n[nH]c2C)cc1 | i | -29
CC(=O)N1c2ccc(S(=O)(=O)N(C)c3cc(C)ccc3C)cc2CC1C (stereo unspecified) | i | -40
CCn1c(O)c(/C=N/N=C2CCCCC2)c2cc(C3=NNC(=O)CC3)ccc21 | i | -11
O=C(NCCCN1CCOCC1)c1cc2ccccc2o1 | i | -11
Cc1onc(-c2ccccc2Cl)c1C(=O)Nc1c(C)n(C)n(-c2ccccc2)c1=O | i | -3
O=[N+]([O-])c1ccc(Sc2ncccn2)c([N+](=O)[O-])c1 | i | -8
O=C(NCC1CCCO1)c1csc2c1CCCCC2 (stereo unspecified) | i | -10
Cn1c(SCc2ccccc2[N+](=O)[O-])nnc1-c1cccnc1 | i | -9
Cc1cc(N2C(=O)C3C4C=CC(C4)C3C2=O)ccc1NC(=O)c1cccs1 (stereo unspecified) | i | -18

By substructure, the entries above containing an aryl thioether with sulfur outside any ring.
SMILES | CHT allo act | OX1R antag
CC1Cc2ccccc2N1C(=O)CSc1nc2ccccc2n1CC(=O)N1CCOCC1 (stereo unspecified) | i | -26
Clc1ccc(-c2noc(CSc3nnc(Cc4cccs4)n3-c3ccccc3)n2)cc1 | i | -34
CCC(=O)N(c1nnc(SCC(=O)NN2C(=O)NC3(CCC(C)CC3)C2=O)s1)C1CC1 (stereo unspecified) | . | -18
Cc1ccc(SC[C@H](c2ccccc2)N2CCN(CCc3ccccc3)CCC2=O)cc1 | i | -50
Cc1cccc(Nc2nnc(SCC(=O)NC3CCCc4ccccc43)s2)c1C (stereo unspecified) | i | -14
O=[N+]([O-])c1ccc(Sc2ncccn2)c([N+](=O)[O-])c1 | i | -8
Cn1c(SCc2ccccc2[N+](=O)[O-])nnc1-c1cccnc1 | i | -9

Following part:
SMILES | CHT allo act | OX1R antag
COc1ccc(C(C)(C)C)cc1NC(=O)COC(=O)c1cnc(C)cn1 | i | 2
CC(=O)CCc1ccccc1 | i | -14
CCn1ccc(C(=O)NCc2ccc3c(c2)OCO3)n1 | i | -1
O=C(NC(=S)NCCCN1CCOCC1)c1ccc([N+](=O)[O-])cc1 | i | 6
COc1cc(CNCc2ccc(OC)c(OC)c2OC)cc(OC)c1 | i | -11
Cc1c(OCC(=O)N2CCC(C(=O)NCCCC(=O)O)CC2)ccc2c1oc(=O)c1ccccc12 | i | -2
CSc1cccc(-c2nnc(NC(=O)c3cccc(N4C(=O)CCC4=O)c3)o2)c1 | i | -6
O=C(NCc1ccccc1)C12CN(Cc3ccccc3)CC1C(c1cccc([N+](=O)[O-])c1)=NO2 (stereo unspecified) | i | -32
O=S(=O)(NC1CC1)c1ccc(S(=O)(=O)N(Cc2ccccn2)C2CC2)cc1 | i | -15
CCC(=O)Nc1ccc2c(c1)ncn2-c1ccccc1C | i | -13
Cc1ccc(C2NC(=S)NC3=C2C(=O)CC(C)(C)C3)cc1 (stereo unspecified) | i | -6
Cc1ccc(CNC(=O)C2c3ccccc3C(=O)N3CCc4ccccc4C23)o1 (stereo unspecified) | i | -31
CN1CCN(NC(=O)c2cc(-c3cccc(Cl)c3)nc3ccccc23)CC1 | i | -9
CCOc1cccc(NC(=O)c2cnccc2C(F)(F)F)c1 | i | -18
CCCCCC(=O)NC(Cc1ccc(OC)c([N+](=O)[O-])c1)C(=O)O (stereo unspecified) | i | -17
O=C(CSc1nnc(-c2cccs2)n1Cc1ccccc1)N1CCc2ccccc2C1 | i | -22
CCOC(=O)c1cnc(-c2ccccc2)nc1Oc1cccc(Cl)c1 | i | -20
CC(=O)c1ccc(NC(=O)c2noc(C(C)C)c2[N+](=O)[O-])cc1 | i | -20
O=[N+]([O-])c1cc(-c2ccc(C(=S)N3CCOCC3)o2)ccc1Cl | i | -2
COc1ccc(CC(=O)OCC(=O)Nc2c(C)n(C)n(-c3ccccc3)c2=O)cc1OC | . | -2
COc1ccc(-c2cc(C(F)(F)F)nc(SCCC(=O)Nc3cc(C)on3)n2)cc1 | i | -11
CCn1c(C)cc(O)c(C(=O)Nc2cccc(Cl)c2)c1=O | i | -8
Cc1ccc(C)c(N(C(=O)CS(=O)CC(=O)Nc2ccc3c(c2)OCO3)C(C)C(=O)NC2CCCC2)c1 (stereo unspecified) | i | -43
COc1ccc(N2CCN(C(=O)CNC(=O)c3cn(-c4ccccc4OC)c(=O)c4ccccc34)CC2)cc1 | i | -29
O=C(O)c1ccccc1C(=O)NCCCCCCNC(=O)c1ccccc1C(=O)O | i | -13
Continued:
SMILES | CHT allo act | OX1R antag
C#Cc1ccc([C@H]2C=C(C(=O)OCC=C)O[C@@H](OCCCCO)C2)cc1 | i | -34
COc1ccc(OCCCC(=O)N2CCN(S(=O)(=O)c3cccc(F)c3)CC2)cc1 | i | -17
Cc1ccc(NC2CCCN(C(=O)CCc3cn[nH]c3)C2)cc1C (stereo unspecified) | i | -15
CC(C)C[C@H](NC(=O)NCc1ccc(F)cc1)C(=O)O | i | 20
CC(=O)NC(CSC(CC(=O)c1ccco1)c1ccc(C)cc1)C(=O)O (stereo unspecified) | i | -7
O=C(COC(=O)c1cc(NS(=O)(=O)c2cccs2)ccc1O)Nc1ccccc1 | i | -12
CCCOC(=O)C1=C(C)NC2=C(C(=O)CC(C)(C)C2)C1c1ccc(N(C)C)cc1 (stereo unspecified) | i | -33
CCn1c2ccccc2c2cc(NC(=O)c3cc(C)on3)ccc21 | i | 16
O=C(COC(=O)Cc1ccc(S(=O)(=O)N2CCCCC2)s1)Nc1ccc2c(c1)OCO2 | i | -2
O=C(NCc1ccccc1)c1nc(-c2cccs2)no1 | i | 8
COC(=O)c1ccc(N2C(=O)C3CC=CC(C)C3C2=O)cc1 (stereo unspecified) | i | -24
COC(=O)Cc1[nH]n(-c2nc3ccccc3s2)c(=O)c1C(C)=Nc1ccc(C)cc1 | i | -3
O=C(CCN1C(=O)c2ccccc2C1=O)Nc1ccncc1 | i | -4
CC(C)CN1C(=O)c2ccc(C(=O)Nc3ccccn3)cc2C1=O | i | -15
Cc1ccc(S(=O)(=O)N(C)C)cc1NC(=O)CSc1nncs1 | i | -8
Cc1ccc(CN2CCN(/N=C/c3ccc(O)c(O)c3)CC2)cc1 | i | -3
Cn1c(=O)c2c(ncn2CC(=O)Nc2ccc(N3CCOCC3)cc2)n(C)c1=O | i | 0
O=c1c2c3c(sc2n2c(=S)[nH]nc2n1-c1ccccc1)CCC3 | i | 2
CC(=O)c1ccc(NC(=O)CSc2nnc(NC(=O)C3CC3)s2)cc1 | i | -27
NC(=O)c1c(N)sc(=S)n1CC1CCCO1 (stereo unspecified) | i | -7
CCc1cccc(CC)c1NC(=O)COC(=O)c1cccc(-c2ccc(OC(C)=O)cc2)c1 | i | -10
Cc1cccc(N2CC(C(=O)Nc3ccccc3N3CCCC3)CC2=O)c1C (stereo unspecified) | i | -17
O=C(c1cccc(S(=O)(=O)N2CCOCC2)c1)N1CCN(c2ccccc2)CC1 | . | -10
O=C(O)c1ccccc1/C=N/NC(=O)C1CCCC1 | i | .
CCCOc1cc(C)c(S(=O)(=O)NC2CC(C)(C)NC(C)(C)C2)cc1C | i | -27

Record cards (already shown). Screens in order: CHT allo act, OX1R antag
C#Cc1ccc([C@H]2C=C(C(=O)OCC=C)O[C@@H](OCCCCO)C2)cc1 is listed as i, -34
COc1ccc(OCCCC(=O)N2CCN(S(=O)(=O)c3cccc(F)c3)CC2)cc1 is listed as i, -17
CC(C)CN1C(=O)c2ccc(C(=O)Nc3ccccn3)cc2C1=O is listed as i, -15
O=C(NCc1ccccc1)c1nc(-c2cccs2)no1 is listed as i, 8
O=C(COC(=O)Cc1ccc(S(=O)(=O)N2CCCCC2)s1)Nc1ccc2c(c1)OCO2 is listed as i, -2

(further entries)
SMILES | CHT allo act | OX1R antag
C/C(CC(=O)Nc1ccc(OCc2ccccc2)cc1)=N\NC(=O)C(=O)Nc1cccc(C)c1 | i | 4
c1cncc(-c2ccc3[nH]ccc3c2)c1 | . | -15
C=CCn1c(NCc2ccc(N(C)C)cc2)nc2ccccc21 | i | -6
COc1ccccc1NS(=O)(=O)c1ccc(C(=O)NCC(c2ccco2)N(C)C)cc1 (stereo unspecified) | . | -13
O=C(c1noc2c1CCCC2)N1CCc2c([nH]c3ccccc23)C1c1ccccn1 (stereo unspecified) | i | -21
C=CCn1c(=O)n(CCOC)c(=O)c2sc3ccccc3c21 | i | -22
COc1cc(OC)cc(-c2c(C#Cc3ccsc3)c3cc(-c4ccc5c(c4)OCCO5)ccc3n2C)c1 | . | -1
CCOC(=O)c1cc(C)nc(SC)c1C#N | i | -13
CCOC(=O)C1=C(c2ccc(OC)cc2)OC(N)=C(C#N)C1c1cccnc1 (stereo unspecified) | i | -34
Cc1cc(C)nc(SCCC(=O)Nc2ccccc2)n1 | i | -11
COc1ccc(-n2c(=O)[nH]cc(C(=O)Nc3ccccc3)c2=O)cc1 | i | -2
C=CCc1c(C)nc2c(-c3ccccc3)cnn2c1N1CCOCC1 | i | .
CCOC(=O)c1c(N)sc(C(=O)N(C)C)c1CN1CCOCC1 | i | 4
Cc1nn(C)cc1CNC(=O)c1ccc(Br)o1 | i | 1
O=C(CCN1CCc2ccccc21)c1ccc2c(c1)OCCO2 | i | -3
O=C(CSc1nc2ccccc2nc1SCC(=O)N1CCCCC1)N1CCCCC1 | i | 0
O=C1c2cccc([N+](=O)[O-])c2C(=O)N1C1CCCCC1 | i | -12
COc1ccccc1NC(=O)c1ccc(NS(=O)(=O)c2ccc(F)c(Cl)c2)cc1 | i | -14
CC(C)(C)NC(=O)CN(Cc1ccc(F)cc1)C(=O)Cn1nnc(-c2ccc(F)cc2)n1 | i | -16
Cc1nn(Cc2ccc(C(=O)O)o2)c(C)c1[N+](=O)[O-] | i | 8

Random draw from the library. Share with any hit: about 0.8%.
